RGS8-Gao = regulators of human RGS8-Galphao interaction; P09471; multiplexed bead flow cytometry, RGS8-Galphao binding; actives lie on both sides; response (percent of control binding), % at 10 µM; hit rate 0.34% among 220,000; AID 1423; in the data active = response below about 60% or above about 140%; inactive = in between;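 also: Galphao activated as the GDP aluminium fluoride complex binding bead-coupled RGS8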
Target sequence (P09471 whole entry, looked up): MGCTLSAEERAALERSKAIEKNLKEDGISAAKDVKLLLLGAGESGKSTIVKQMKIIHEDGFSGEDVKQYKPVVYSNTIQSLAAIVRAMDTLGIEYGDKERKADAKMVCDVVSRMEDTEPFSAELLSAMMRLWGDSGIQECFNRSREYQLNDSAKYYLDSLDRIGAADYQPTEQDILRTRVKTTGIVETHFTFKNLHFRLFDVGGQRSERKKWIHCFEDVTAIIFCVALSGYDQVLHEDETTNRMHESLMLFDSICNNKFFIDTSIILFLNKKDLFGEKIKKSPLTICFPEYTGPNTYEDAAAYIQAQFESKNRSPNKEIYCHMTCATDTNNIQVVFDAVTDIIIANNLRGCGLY
RGS4-Gao reg = human RGS4-Galphao interaction regulation; P09471; Multiplexed bead flow cytometry, RGS4-Galphao binding; actives lie on both sides; binding response (% of control), % at 10 µM; hit rate 0.33% among 220,000; AID 1415; in the data active = binding response below about 49% or above about 150%; inactive = in between;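 also: fluorescent Galphao activated with aluminum fluoride binding bead-coupled RGS4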
Bim-Bcl-2 = inhibitors of Bim-Bcl-2 interaction, human. P10415. Bead-based flow cytometry, Bim peptide-Bcl-2 binding. inhibition, % at 10 µM. hit rate 0.06% among 190,000; in the data active = inhibition above about 40%; inconclusive = no clear call, values can overlap the other calls;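 also: 0% = no compound wells with probe peptide and 100% = reference peptide inhibitor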
Bcl-XL Bim block = disrupts Bim peptide binding to human Bcl-XL; Q07817; bead flow cytometry, fluorescence; inhibition, % at 10 µM; hit rate 0.04% among 190,000; AID 1007
Bcl-W Bim block = inhibitors of Bim-Bcl-W interaction, human | Q92843 | bead-based flow cytometry, Bim peptide-Bcl-W binding | inhibition, % at 10 µM | hit rate 0.02% among 190,000 | AID 952;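 also: 0% = bound tracer without compound and 100% = peptide blocker; higher means less fluorescent Bim peptide bound to Bcl-W beads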
RGS7-Gao reg = human RGS7-Galphao interaction regulation; P09471; binding response (% of control), % at 10 µM; Multiplexed bead flow cytometry, RGS7-Galphao binding; actives lie on both sides; hit rate 0.35% among 220,000; AID 1439; in the data active = binding response below about 49% or above about 150%; inconclusive = no clear call, values can overlap the other calls; inactive = in between;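 also: fluorescent Galphao held in activated GDP-AlF4 state binding bead-coupled RGS7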
Bim-Mcl-1 = disrupts Bim peptide binding to human Mcl-1; Bead-based flow cytometry, Bim peptide-Mcl-1 binding; hit rate 0.1% among 190,000; Q07820; AID 1009; inhibition, % at 10 µM;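 also: 0% = no compound tracer wells and 100% = peptide blocker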
Mcl1 Noxa PPI = disrupts binding of human Mcl-1 to Noxa peptide; TR-FRET Mcl-1/Noxa peptide binding, 2 h; inhibition, % at 21.7 µM; hit rate 1.5% among 220,000;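 active = compounds that cut the protein-peptide binding signal by more than 50% relative to plate controls in a single-dose test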;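 also: His-tagged Mcl-1 with rhodamine Noxa BH3 peptide and terbium anti-His antibody; 0% = Mcl-1 plus Noxa peptide wells and 100% = peptide-only wells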
Mcl1 Bid PPI = Mcl-1/Bid interaction inhibition. TR-FRET Mcl-1/Bid-Dy647 peptide binding, 1536-well. Q07820. inhibition, % at 21.7 µM. hit rate 0.97% among 220,000. AID 1021;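 active = compounds that cut the binding signal by more than half at the single screening dose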;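 also: His-tagged Mcl-1 with europium anti-His antibody binding Bid BH3 peptide; 0% = Mcl-1 plus peptide wells and 100% = peptide-only wells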
Bcl-B Bim block = human Bim-Bcl-B interaction inhibition; Q9HD36; hit rate 0.073% among 190,000; inhibition, % at 10 µM; bead-based flow cytometry, Bim peptide-Bcl-B binding;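 also: 0% = tracer peptide without compound and 100% = reference inhibitor peptide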
Target sequence (Q9HD36 whole entry, looked up): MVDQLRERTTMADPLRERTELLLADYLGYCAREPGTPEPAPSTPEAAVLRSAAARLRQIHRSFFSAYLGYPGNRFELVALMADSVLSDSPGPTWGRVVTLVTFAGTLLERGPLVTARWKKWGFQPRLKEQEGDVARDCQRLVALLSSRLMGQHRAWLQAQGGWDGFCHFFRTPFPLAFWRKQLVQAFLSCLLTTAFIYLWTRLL
Bfl-1 Bim block = inhibitors of Bim-Bfl-1 interaction, human | Q16548 | Bead-based flow cytometry, Bim-Bfl-1 binding inhibition | inhibition, % at 10 µM | hit rate 0.12% among 190,000;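 also: 0% = wells without compound plus tracer and 100% = blocker peptide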
* = called active by the depositor; ? = inconclusive; · = no result given. Rule as the data show it, unless noted: active = inhibition above about 40%.

Order of values – Bcl-B Bim block	Bcl-W Bim block	Bfl-1 Bim block	RGS4-Gao reg	Mcl1 Bid PPI	Mcl1 Noxa PPI	RGS7-Gao reg	Bcl-XL Bim block	Bim-Mcl-1	Bim-Bcl-2	RGS8-Gao
1. c1ccc(-c2noc(-c3cccs3)n2)nc1
  2	14	5	114	-5	4	104	11	1	6	121
2. Cc1ccc(C(=O)NC(=S)Nc2ccc(S(=O)(=O)N(C)c3ccccc3)cc2)cc1
  -7	-1	-10	104	-6	2	100	-3	-2	-8	100
3. O=C(CCn1nc(-c2ccccc2)ccc1=O)N1CCN(c2ccccn2)CC1
  -1	-3	-3	111	2	-8	100	-13	0	0	88
4. CCS(=O)(=O)N1CCC(C(=O)NCc2ccc(F)cc2Cl)CC1
  0	0	0	106	-33	6	109	-1	1	0	102
5. CN(C)C(=O)c1cccn(Cc2ccc(C(F)(F)F)cc2)c1=O
  -3	0	-4	100	4	-2	98	-1	0	-5	101
6. COc1cccc(CC(=O)Nc2ccccc2C(=O)N2CCOCC2)c1
  -9	-3	-1	84	1	4	88	-8	-4	-4	92
7. CC(=C1C2C=CC1C1C(=O)NC(=O)C21)c1ccccc1 (configuration not stated)
  -7	-2	-12	95	-32	-3	99	-3	-1	-10	96
8. Cc1c(NC(=S)NNC(=O)CCC(=O)O)c(=O)n(-c2ccccc2)n1C
  ·	·	·	93	-55	7	?	·	·	·	95
9. CC1CCN(C(=O)/C=C/c2ccc(C(C)(C)C)cc2)CC1
  -6	-4	-10	101	-6	0	98	-7	-5	-9	100
10. COc1ccc(S(=O)(=O)N2CCC(C(N)=O)CC2)c2ccccc12
  3	0	-2	102	-1	-13	101	-1	2	2	99

Full records from above. Order of screens: Bcl-B Bim block	Bcl-W Bim block	Bfl-1 Bim block	RGS4-Gao reg	Mcl1 Bid PPI	Mcl1 Noxa PPI	RGS7-Gao reg	Bcl-XL Bim block	Bim-Mcl-1	Bim-Bcl-2	RGS8-Gao
`c1ccc(-c2noc(-c3cccs3)n2)nc1` is entered as 2	14	5	114	-5	4	104	11	1	6	121
`Cc1ccc(C(=O)NC(=S)Nc2ccc(S(=O)(=O)N(C)c3ccccc3)cc2)cc1` is entered as -7	-1	-10	104	-6	2	100	-3	-2	-8	100

9 entries from above, ordered by length of the SMILES, high to low:
Order of values – Bcl-B Bim block	Bcl-W Bim block	Bfl-1 Bim block	RGS4-Gao reg	Mcl1 Bid PPI	Mcl1 Noxa PPI	RGS7-Gao reg	Bcl-XL Bim block	Bim-Mcl-1	Bim-Bcl-2	RGS8-Gao
2. Cc1ccc(C(=O)NC(=S)Nc2ccc(S(=O)(=O)N(C)c3ccccc3)cc2)cc1
  -7	-1	-10	104	-6	2	100	-3	-2	-8	100
8. Cc1c(NC(=S)NNC(=O)CCC(=O)O)c(=O)n(-c2ccccc2)n1C
  ·	·	·	93	-55	7	?	·	·	·	95
3. O=C(CCn1nc(-c2ccccc2)ccc1=O)N1CCN(c2ccccn2)CC1
  -1	-3	-3	111	2	-8	100	-13	0	0	88
10. COc1ccc(S(=O)(=O)N2CCC(C(N)=O)CC2)c2ccccc12
  3	0	-2	102	-1	-13	101	-1	2	2	99
5. CN(C)C(=O)c1cccn(Cc2ccc(C(F)(F)F)cc2)c1=O
  -3	0	-4	100	4	-2	98	-1	0	-5	101
6. COc1cccc(CC(=O)Nc2ccccc2C(=O)N2CCOCC2)c1
  -9	-3	-1	84	1	4	88	-8	-4	-4	92
9. CC1CCN(C(=O)/C=C/c2ccc(C(C)(C)C)cc2)CC1
  -6	-4	-10	101	-6	0	98	-7	-5	-9	100
7. CC(=C1C2C=CC1C1C(=O)NC(=O)C21)c1ccccc1 (configuration not stated)
  -7	-2	-12	95	-32	-3	99	-3	-1	-10	96
1. c1ccc(-c2noc(-c3cccs3)n2)nc1
  2	14	5	114	-5	4	104	11	1	6	121

Additional entries follow:
Order of values – Bcl-B Bim block	Bcl-W Bim block	Bfl-1 Bim block	RGS4-Gao reg	Mcl1 Bid PPI	Mcl1 Noxa PPI	RGS7-Gao reg	Bcl-XL Bim block	Bim-Mcl-1	Bim-Bcl-2	RGS8-Gao
11. O=C1NCCc2c1[nH]c1ccc([N+](=O)[O-])cc21
  -2	0	-3	100	5	15	94	0	0	0	99
12. Cc1ccc(C)c2[nH]c(=O)c(CN(Cc3ccco3)C(=O)Nc3ccccc3)cc12
  0	-1	0	99	-57	18	101	3	1	0	101
13. COCc1nnc(NS(=O)(=O)c2c(C)cc(C)cc2C)s1
  -10	0	-12	98	-15	7	100	-10	-3	-5	100
14. CN(Cc1ccccc1)C(=S)Nc1cccnc1
  -3	-1	0	103	-54	5	103	-4	0	-1	104
15. Cc1ccccc1NS(=O)(=O)c1ccc(Cl)cc1
  -3	0	-5	101	-12	8	108	-1	0	-1	100
16. Cc1cc(C)cc(OCC(=O)N2CCCCCC2)c1
  -2	-1	-1	110	-30	-13	102	-3	-1	-3	125
17. Cc1cccc2c(N)c3c(nc12)CCCC3 (tested in a mixture with another compound)
  -1	-1	-2	98	-14	14	97	1	0	2	103
18. CC(C)(Nc1ccccc1)C(=O)c1ccccc1
  -3	0	0	102	-21	22	99	-1	-1	-1	106
19. N=C(N)SCc1cn2ccccc2n1
  -8	-4	-4	104	-9	31	103	-5	-7	-4	99
20. Cc1ccc(-c2nn(-c3ccccc3)cc2/C=N/NC(=O)c2ccc(Br)o2)cc1
  -2	-1	-1	98	16	-9	97	-1	-1	-2	100
21. COc1ccc(/C=C(\C#N)C(=O)OCC(=O)NCc2ccccc2)cc1
  -2	-3	0	102	-22	7	105	-7	-4	-1	106

Assay outcomes from PubChem.
